KCNK9 block = inhibitors of human KCNK9 two-pore domain potassium channel; HEK293 KCNK9, FluxOR thallium flux fluorescence; stronger effect = lower value; B-score at 10 µM; AID 488922; actives 1.2% (n = 310,000); Q9NPC2;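 active = ratio B-score over 3 SD below the library mean, with starting fluorescence within 5 SD of its mean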;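 note: negative B-score means less thallium flux so channel inhibition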
Target sequence (Q9NPC2 whole entry, looked up, the tested form may be a part): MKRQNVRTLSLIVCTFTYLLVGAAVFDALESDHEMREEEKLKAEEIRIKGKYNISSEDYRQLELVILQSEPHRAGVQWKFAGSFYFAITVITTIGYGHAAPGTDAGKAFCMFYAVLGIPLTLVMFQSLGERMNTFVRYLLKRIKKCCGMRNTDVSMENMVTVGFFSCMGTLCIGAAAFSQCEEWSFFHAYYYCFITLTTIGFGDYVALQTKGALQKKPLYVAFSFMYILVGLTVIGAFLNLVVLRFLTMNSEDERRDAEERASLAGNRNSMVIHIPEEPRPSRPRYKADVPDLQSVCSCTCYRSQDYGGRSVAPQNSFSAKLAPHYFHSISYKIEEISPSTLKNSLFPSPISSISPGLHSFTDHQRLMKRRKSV
KCNQ1 pot = potentiators or activators of human KCNQ1 potassium channel | actives 0.35% (n = 310,000) | P51787 | CHO-K1 KCNQ1, thallium flux FluxOR fluorescence; stronger effect = higher value | B-score at 10 µM | AID 2648;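 active = fluorescence ratio B-score, a plate-corrected score, at least three library SD, with initial intensity B-score within 5 SD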
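Material: CHO-K1 cells stably expressing KCNQ1. Medium: assay buffer for compound exposure, DMSO matched across wells. Reagent: K+/Tl+ depolarizing stimulus. Compound dosing: single-concentration screen. Times: 37 °C overnight plating, 90-min dark dye load, 20-min compound pretreatment. Technique: FluxOR Tl+ flux fluorescence.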
RGS4 inh = human RGS4 inhibition. B-score at 10 µM. P49798. AID 463165. HEK293 M3R/RGS4 inducible, Fluo-4 calcium flux; stronger effect = higher value; triggered by carbachol at its EC20. actives 0.45% (n = 310,000);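 active = B-score, a plate-corrected calcium signal, over three deviations above library mean, with baseline fluorescence within five deviations of library mean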;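 note: RGS4 expression induced by doxycycline in cells with stable M3 receptor; B-score is computed from the integrated fluorescence ratio over baseline after carbachol; higher B-score means a larger calcium signal and so more RGS4 inhibition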
Target sequence (P49798 whole entry, looked up): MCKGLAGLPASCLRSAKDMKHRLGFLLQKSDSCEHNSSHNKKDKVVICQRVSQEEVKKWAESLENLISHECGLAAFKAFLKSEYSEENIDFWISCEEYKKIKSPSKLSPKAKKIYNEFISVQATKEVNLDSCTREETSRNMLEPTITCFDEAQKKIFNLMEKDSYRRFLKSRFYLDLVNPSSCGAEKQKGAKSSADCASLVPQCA
SKKanGAS inh = inhibitors of SKKanGAS S. pyogenes growth in kanamycin (SK-promoter or general growth effect) | actives 1.3% (n = 300,000) | inhibition, % at 7.5 µM | BacTiter-Glo, 6 h;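 active = mean replicate score, as percent of positive control median, at least 50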;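 note: strain carries kanamycin resistance gene driven by streptokinase promoter and grows in 40 µg/ml kanamycin; loss of luminescence reflects streptokinase promoter inhibition or plain growth inhibition; 0% = median of DMSO wells and 100% = positive control at its reference dose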
KCNK3 block = human KCNK3 channel inhibition, primary screen. O14649. B-score at 10 µM. AID 602410. actives 0.84% (n = 340,000). CHO-KCNK3 thallium flux, FluxOR fluorescence; stronger effect = lower value;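 active = B-score under library mean minus 4 SD, starting fluorescence ratio at most library mean plus 5 SD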;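 note: more negative B-score means stronger inhibition of thallium flux through KCNK3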
hERG protect = hERG (human) protection from proarrhythmic block. activation (rescue from dofetilide block), less the hit threshold, % at 10 µM. Q12809. actives 0.51% (n = 310,000). CHO-hERG, FluxOR thallium flux, dofetilide IC70 present;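 active = activation above the mean of controls blocked by dofetilide plus 5 SD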;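 note: thallium influx through hERG after potassium depolarization seen as dye fluorescence rise; in these data hits start at about 4.7%; inactives centre near -7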
TMEM16A inh = mouse TMEM16A channel inhibition, primary screen. HEK293 TMEM16A/YFP iodide influx fluorescence, ionomycin. normalized B-score (activity score, 25-100; higher = stronger inhibition) at 10 µM. actives 1.2% (n = 310,000);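 active = ratio plate-corrected score three or more library SD toward inhibition, starting fluorescence score within five deviations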;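 note: score derived from kinetic fluorescence span divided by baseline fluorescence per well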
HDAC3 inh = inhibitors of human histone deacetylase 3. AID 2718. inhibition, % at 8.3 µM. actives 0.15% (n = 320,000). recombinant HDAC3, fluorogenic peptide/trypsin coupled, fluorescence; in the data active = inhibition above about 26%, passing the limit was not always enough
Target sequence (O15379 whole entry, looked up): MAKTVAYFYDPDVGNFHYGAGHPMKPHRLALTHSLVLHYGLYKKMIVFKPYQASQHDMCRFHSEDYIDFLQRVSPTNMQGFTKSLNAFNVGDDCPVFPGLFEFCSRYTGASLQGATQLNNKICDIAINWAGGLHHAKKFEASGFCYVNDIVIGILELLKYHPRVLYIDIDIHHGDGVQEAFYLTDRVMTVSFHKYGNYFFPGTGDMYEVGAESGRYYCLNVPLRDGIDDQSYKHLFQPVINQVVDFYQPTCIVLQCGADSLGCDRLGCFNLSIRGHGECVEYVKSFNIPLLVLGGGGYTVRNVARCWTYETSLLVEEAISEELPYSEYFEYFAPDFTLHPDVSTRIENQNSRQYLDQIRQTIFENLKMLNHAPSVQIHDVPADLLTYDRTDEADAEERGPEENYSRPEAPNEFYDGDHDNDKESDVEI
ANO1 activ = mouse TMEM16A channel activation, primary screen; HEK293 TMEM16A/YFP-H148Q/I152L, iodide quench fluorescence; stronger effect = lower value; B-score at 10 µM; actives 0.3% (n = 340,000); AID 623877;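 active = fluorescence-ratio B-score plate-corrected deviation score at least 3 library SD below zero, with starting fluorescence score within 5 deviations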;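 note: channel opened by trigger with iodide after compound preincubation; score built on the fluorescence ratio of max minus min over baseline; more negative score means more quench and so TMEM16A activation or potentiation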
RGS4 act = RGS4 potentiation or activation; actives 0.92% (n = 310,000); B-score at 10 µM; HEK293 M3R/inducible RGS4, carbachol calcium flux Fluo4; stronger effect = lower value; AID 463111;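 active = B-score of the integrated calcium signal more than 4 SD below the library mean, with starting fluorescence not abnormally high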;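 note: negative B-score means reduced calcium response which marks RGS4 activation or potentiation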
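System: HEK293 FlpIn-TREx cells, stable M3R, doxycycline-inducible RGS4. Timing: overnight RGS4 induction, 30 min dye load 37 °C, 20 min compound RT. Also added: carbachol, ECmax concentration. Measured by: Fluo4 fluorescence kinetic imaging of calcium. Evaluation: integrated calcium ratio converted to B score.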
KCNQ1 block = blocks the human KCNQ1 potassium channel; B-score at 10 µM; actives 1.3% (n = 310,000); P51787; CHO-K1 KCNQ1, FluxOR thallium flux fluorescence; stronger effect = higher value;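 active = compounds whose thallium flux B-score, printed positive for inhibition, exceeds three library SD while starting fluorescence stays within three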;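 note: channel opened by potassium depolarization with thallium stimulus after 20 min compound exposure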
The depositor's hits bear a star; i = inactive; . = not tested or not shown. An unsorted share of the library; 6.3% or so of the library scored in one or more.

SMILES | KCNK9 block | KCNQ1 pot | RGS4 inh | SKKanGAS inh | KCNK3 block | hERG protect | TMEM16A inh | HDAC3 inh | ANO1 activ | RGS4 act | KCNQ1 block
CC(=O)Nc1ccc(NC(=O)C(Cc2ccccc2)NC(=O)C2CCC(C)CC2)cc1 (configuration not stated) | i | i | i | 6 | i | -6 | i | -4 | i | i | i
C=CCN(c1ccccc1)S(=O)(=O)c1cccc(C(=O)NNC(=O)c2ccccc2O)c1 | i | i | i | 23 | i | -19 | i | 1 | i | i | i
O=C(Cn1cnc2cc([N+](=O)[O-])ccc2c1=O)Nc1ccccc1-c1ccccc1 | i | i | i | 8 | i | -6 | i | -3 | i | i | i
N#Cc1ccc(NC(=S)NCCN2CCOCC2)cc1 | i | i | i | 4 | i | 3 | i | -2 | i | i | i
CCOC(=O)c1c(NC(=O)CSc2ncccn2)sc(C(=O)NC)c1C | i | i | i | 4 | i | -12 | i | 3 | i | i | i
Cc1ccc(C)c(S(=O)(=O)NC2CCS(=O)(=O)C2)c1 (configuration not stated) | i | i | i | -4 | i | -9 | i | -13 | i | i | i
Cc1occc1C(=O)NNC(=S)Nc1cccc([N+](=O)[O-])c1 | i | i | i | -2 | i | -2 | i | 1 | i | i | i
COC(=O)CCC(=O)OC1(C)C(=O)C2=COC(c3ccc(OC)cc3)=CC2=C(Br)C1=O (configuration not stated) | i | i | i | 5 | . | -13 | i | 11 | . | i | i
COc1ccc(/C=N/NC(=O)c2c(C)nc3ccc(Br)cn23)cc1OC | i | i | i | 9 | i | -4 | i | 4 | i | i | i
O=C(N1CCOCC1)N1CCN(Cc2ccccc2)CC1 | i | i | i | -8 | i | -20 | i | -2 | i | i | i
N/C(=N/O)c1nc(N2CCCCC2)nc(N2CCCCC2)n1 | i | i | i | 1 | i | -10 | i | 4 | i | i | i
Cc1ccc(C2=N/C(=C\c3cccnc3)C(=O)O2)cc1 | i | i | i | -1 | i | -4 | i | 7 | i | i | i
COC(=O)N/N=C/c1cc(Cl)c(OCc2ccc(F)cc2)c(OC)c1 | i | i | i | -3 | i | -8 | i | 3 | i | i | i
CCC(CC)c1nnc(NC(=O)CCCN2C(=O)c3ccccc3C2=O)s1 | i | i | i | -4 | i | -8 | i | 0 | i | i | i
COC(=O)CCNC(=O)c1nn(Cc2ccccc2)c(=O)c2ccccc12 | i | i | i | 0 | i | -3 | i | -5 | i | i | i
O=Cc1cnc(N2CCOCC2)nc1 | i | i | i | 0 | i | -7 | i | 0 | i | i | i
O=C(CSc1nnc2ccccn12)Nc1cccc(-c2nc3ccccc3s2)c1 | i | i | i | -5 | i | -10 | i | -5 | i | i | i
O=C1Nc2ccccc2C1(O)Cc1ccccn1 (configuration not stated) | i | i | i | -4 | i | -5 | i | -4 | i | i | i
CCCc1ccc(OCc2ccc(C(=O)OC)o2)c(OC)c1 | i | i | i | 1 | i | -9 | i | 11 | i | i | i
CCn1cc([N+](=O)[O-])c(C(=O)N2N=C(c3cccc4ccccc34)CC2c2ccccc2O)n1 (configuration not stated) | i | i | i | 39 | i | -6 | i | 18 | i | i | i
CCOc1ccccc1N1CCN(C(=O)c2ccc(NS(=O)(=O)c3ccc4[nH]c(=O)[nH]c4c3)cc2)CC1 | i | i | i | -6 | i | -15 | i | 1 | i | i | i
O=C(O)CNC(=S)NCc1ccccc1 | i | i | i | 2 | i | -9 | i | 0 | i | i | i
COc1ccc2[nH]c(=O)c(CN(C(=O)c3ccco3)C3CCCCC3)cc2c1 | i | i | i | 6 | i | -4 | i | -1 | i | i | i
Cc1ccc(N(Cc2ccccc2)C(=O)c2ccc(F)cc2)cc1 | i | i | i | 13 | i | -11 | i | 2 | i | i | i
CCn1c(CN2CCN(c3ccc(Cl)cc3)CC2)nc2ccccc21 | i | i | i | . | i | -11 | i | 3 | i | i | i
C=CCc1cc(/C=C/c2nc(O)c([N+](=O)[O-])c(=O)[nH]2)cc(OC)c1O | i | i | i | -10 | i | -10 | i | 3 | i | i | i
CCCCCCCCn1c2c(c(=N)c3c1CCC3)CCCC2 | -14* | i | i | -3 | -9.8* | -30 | 100* | 12 | i | i | 10*
COc1ccc(CCN(Cc2ccccn2)C(=S)Nc2ccc(C)cc2)cc1OC | i | i | i | -5 | i | -6 | i | -3 | i | i | i
C(=N\Nc1nccc(-c2cccnc2)n1)/c1ccccc1 | i | i | i | 3 | i | 0 | i | 6 | i | i | i
CC1=C(C(=O)Nc2ccc(C)cc2)C(c2cccs2)NC(=S)N1 (configuration not stated) | i | i | i | 6 | i | -10 | i | 5 | i | i | i
CCOC(=O)C1(CC2CC2)CCN(Cc2cn[nH]c2-c2ccccc2)CC1 | i | i | i | 1 | i | 2 | i | 8 | i | i | i
Cc1ccc(S(=O)(=O)/N=C/c2c(O)ccc3ccccc23)cc1 | i | i | i | -7 | i | -13 | i | -4 | i | i | i
CCc1nc(SCC(=O)Nc2ccc(N(C)C)cc2)n[nH]1 | i | i | i | -5 | i | -11 | i | -2 | i | i | i
Cc1nc(N2CCN(Cc3nc4ccccc4[nH]3)CC2)c2oc3ccccc3c2n1 | i | i | i | 15 | i | -12 | i | 4 | i | i | i
CC1(C)CC(N2CCN(CCO)CC2)=CC(=S)N1 | i | 10* | i | -4 | i | -6 | i | 0 | i | i | i
COc1ccc([N+](=O)[O-])cc1N(CC(=O)Nc1ccccc1C(=O)NC(C)C)S(C)(=O)=O | i | i | i | -1 | i | -16 | i | -3 | i | i | i
COc1ccccc1CCNC(=O)c1nc(-c2cccs2)no1 | i | i | i | -6 | i | -3 | i | 2 | i | i | i
CC1=C[C@H]2Cc3cc(C)cc(C)c3S(=O)(=O)[C@@H]2C=C1 | i | i | i | -11 | i | -9 | i | 0 | i | i | i
CCc1ccc[n+](-c2[nH]c(=O)sc2/C=N/NC([S-])=Nc2ccccc2)c1 | i | i | i | 3 | i | -6 | i | 7 | i | i | i
CCCNC(=O)c1ccccc1NC(=O)Nc1ccccc1C | . | . | . | -3 | i | . | i | 1 | i | . | .
CCOc1ccc(OCCn2nnc3ccccc3c2=O)cc1 | i | i | i | 14 | i | -8 | i | -5 | i | i | i
COc1ccc(C(=O)C[n+]2cccc(Br)c2)cc1 | i | i | i | 0 | i | -5 | i | -2 | i | i | i
CCOC(=O)C(C)n1nc(C)c2sc3ccccc3c2c1=O (configuration not stated) | i | i | i | -15 | i | -3 | i | 1 | i | i | i
NC(=O)c1ccccc1NC(=O)C1CCCO1 (configuration not stated) | i | i | i | -6 | i | -2 | i | 2 | i | i | i
O=C(Nc1ccc(N2CCN(C(=O)c3ccco3)CC2)cc1)c1cccc(F)c1 | i | i | i | -5 | i | -19 | i | 4 | i | i | i
COc1ccccc1Nc1ncnc2c1oc1ccccc12 | i | i | i | -3 | i | -9 | i | -10 | i | i | i
Cc1ccc2nc(-c3ccncc3)cc(C(=O)Nc3ccc4c(c3)OCCO4)c2c1 | i | i | i | -15 | i | 6.3* | i | -6 | i | i | i
Cc1ccccc1OCCC(=O)OCC(=O)c1c(N)n(CC(C)C)c(=O)n(C)c1=O | i | i | i | 0 | i | -15 | i | 5 | i | i | i
CC1CC(C)CN(C(=O)CSc2nnc(-c3ccc(Cl)cc3)o2)C1 (configuration not stated) | i | i | i | -5 | i | -10 | i | -1 | i | i | i
CCN(C(=O)c1ccnc(C(C)(C)C)c1)c1ccccc1 | i | i | i | 3 | i | -12 | i | 2 | i | i | i
CC(C)NC(=O)c1ccc(Cl)cc1Cl | i | i | i | . | i | -7 | i | 3 | i | i | i
Cc1nnc(NC(=O)CSc2nnc(CC(=O)Nc3ccccc3Cl)n2C)s1 | i | i | i | 1 | i | -7 | i | 0 | i | i | i
Cc1ccc(C(=O)N/C(=C\c2cccs2)C(=O)NCc2cccnc2)cc1 | i | i | i | 1 | i | 0 | i | 7 | i | i | i
FC(F)(F)c1cc(-c2cccs2)nc2cc(-c3ccccc3)nn12 | i | i | i | -7 | i | -14 | i | -7 | i | i | i
CCOc1ccc(-c2ccc(NS(=O)(=O)c3cc([N+](=O)[O-])c(C)c([N+](=O)[O-])c3)cc2)nn1 | i | i | i | 10 | i | -5 | i | 8 | i | i | i
CCOc1nc(-c2ccccc2)c2cc(C)ccc2n1 | i | i | i | -7 | i | -10 | i | -5 | i | i | i
COc1cc(C2c3cc4c(cc3C(OC3OC5COC(c6cccs6)OC5C(O)C3O)C3COC(=O)C23)OCO4)cc(OC)c1O (configuration not stated) | i | i | i | 42 | i | -13 | 25* | -1 | i | i | 8*
O=C(Cn1cnc2ccccc2c1=O)Nc1ccc2c(c1)OCO2 | i | i | i | -1 | i | -4 | i | -12 | i | i | i
O=C(c1ccc(Cl)cc1)c1cc(-c2ccccn2)c(N2CCOCC2)s1 | i | i | i | -5 | i | -15 | i | -1 | i | i | i
COCCCNC(=O)Nc1ccc2c(c1)N(C)C(=O)CS2 | i | i | i | -5 | i | -14 | i | 2 | i | i | i

Full records, quoted from the list. Order of screens: KCNK9 block	KCNQ1 pot	RGS4 inh	SKKanGAS inh	KCNK3 block	hERG protect	TMEM16A inh	HDAC3 inh	ANO1 activ	RGS4 act	KCNQ1 block
Cc1ccc2nc(-c3ccncc3)cc(C(=O)Nc3ccc4c(c3)OCCO4)c2c1 is entered as i	i	i	-15	i	6.3*	i	-6	i	i	i
COCCCNC(=O)Nc1ccc2c(c1)N(C)C(=O)CS2 is entered as i	i	i	-5	i	-14	i	2	i	i	i

Additional results.
SMILES | KCNK9 block | KCNQ1 pot | RGS4 inh | SKKanGAS inh | KCNK3 block | hERG protect | TMEM16A inh | HDAC3 inh | ANO1 activ | RGS4 act | KCNQ1 block
CC1=C(C(=O)Nc2ccccc2)C(c2ccc3c(c2)OCO3)C2=C(CCCC2=O)N1 (configuration not stated) | i | i | i | 1 | i | -6 | i | 4 | i | i | i
O=C(NC1CCCCCC1)c1nc2ncccn2n1 | i | i | i | -5 | i | -3 | i | 1 | . | i | i
COc1ccc(CNC(=O)CSc2ccc(Br)cc2)cc1OC | i | i | i | -3 | i | -9 | i | -3 | i | i | i
COc1cc2c(C(=O)N3CCN(c4ccccc4F)CC3)cn(C)c(=O)c2cc1OC | i | i | i | -2 | i | -8 | i | 44* | i | i | i
N#Cc1cccc(NC(=O)CNc2cccc(S(=O)(=O)N3CCCC3)c2)c1 | i | i | i | -11 | i | -12 | i | -3 | i | i | i

Screening results as filed in PubChem.
